High-throughput results (PubChem BioAssay)
PLK1 kinase inh – human PLK1 kinase inhibitors, primary screen, biochemical, TR-FRET | AID 619, 2007 | Serine/threonine-protein kinase PLK1 (Homo sapiens), P53350 | inhibition, % at 10 µM | 97,000 compounds, 0.53% hits | recombinant PLK1 kinase, TR-FRET peptide phosphorylation;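 active = inhibition of 50% or more in the single-concentration screen; inactive = inhibition below 50%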;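 also: 0% = DMSO max control and 100% = H-89 dihydrochloride min control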
FAK blocker – FAK kinase inhibitors, primary screen, biochemical; inhibition, %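 (tested at 7 µM)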; biochemical FAK kinase activity assay; 97,000 compounds, 0.84% hits; in the data active = inhibition above about 19%;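 also: 0% = DMSO and 100% = reference compound high control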
HIV Rev-RRE inh – HIV-1 Rev-RRE binding inhibitors, primary screen, biochemical, FRET, protein-RNA interaction; 97,000 compounds, 0.79% hits; P05866; Rev peptide-RRE RNA binding; inhibition, % at 8 µM;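 active = inhibition above the screen-wide mean plus 3 SD, cut at about 35% in these data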;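 also: 0% = median DMSO wells and 100% = median Neomycin B control wells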
Target sequence (P05866 whole entry, looked up): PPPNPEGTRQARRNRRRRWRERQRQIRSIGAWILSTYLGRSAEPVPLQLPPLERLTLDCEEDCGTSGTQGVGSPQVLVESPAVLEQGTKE
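Test system – labelled RRE RNA duplex and labelled Rev peptide · Signal – fluorescein-to-Cy5 FRET, 480 nm excitation · Evaluation – % inhibition of FRET ratio versus controls · Benchmarks – DMSO low control, neomycin B high control · Incubation – 5 min RNA-compound premix plus 15 min binding step, 25 °C · Medium – HEPES pH 7.5 salt buffer with EDTA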
CD11b adhes inh – inhibitors of CD11b/CD18 adhesion to fibrinogen, primary screen, K562 cells, luminescence; ATPlite luminescence; Mn2+ added to activate the integrin; Integrin beta-2 (Homo sapiens) + Integrin alpha-M (Homo sapiens), P05107+P11215; AID 1497, 2009; inhibition, % at 10 µM; 93,000 compounds, 0.54% hits;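 active = primary inhibition of 50% or more at 10 µM, then 40% or more on retest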; also: some results filed as inactive read as strong as hits
Target sequence (P05107 whole entry, looked up, other chains not shown): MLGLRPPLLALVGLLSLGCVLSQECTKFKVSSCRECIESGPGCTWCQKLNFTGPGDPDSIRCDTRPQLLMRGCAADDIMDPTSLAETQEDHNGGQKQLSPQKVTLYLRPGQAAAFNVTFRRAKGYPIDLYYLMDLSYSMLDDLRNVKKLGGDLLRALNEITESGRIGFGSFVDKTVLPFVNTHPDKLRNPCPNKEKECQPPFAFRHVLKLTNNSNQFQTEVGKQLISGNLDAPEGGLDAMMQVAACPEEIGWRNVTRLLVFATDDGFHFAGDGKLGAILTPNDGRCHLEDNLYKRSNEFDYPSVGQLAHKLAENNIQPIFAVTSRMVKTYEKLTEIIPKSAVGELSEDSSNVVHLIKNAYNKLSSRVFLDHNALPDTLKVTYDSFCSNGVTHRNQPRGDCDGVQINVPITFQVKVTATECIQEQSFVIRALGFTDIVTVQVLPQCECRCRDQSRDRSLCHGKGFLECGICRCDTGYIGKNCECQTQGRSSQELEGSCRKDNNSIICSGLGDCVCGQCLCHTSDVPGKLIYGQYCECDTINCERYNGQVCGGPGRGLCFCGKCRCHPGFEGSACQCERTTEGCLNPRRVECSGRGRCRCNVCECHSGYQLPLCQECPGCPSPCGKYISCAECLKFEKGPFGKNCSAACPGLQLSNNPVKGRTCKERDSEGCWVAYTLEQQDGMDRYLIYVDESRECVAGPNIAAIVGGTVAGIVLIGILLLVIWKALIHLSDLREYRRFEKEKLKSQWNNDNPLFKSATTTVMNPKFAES
Mac1 fbg enh – enhancers of CD11b/CD18 adhesion to fibrinogen, primary screen, K562 cells, luminescence; AID 1499, 2009; Integrin beta-2 (Homo sapiens) + Integrin alpha-M (Homo sapiens), P05107+P11215; activation, % at 10 µM; ATPlite luminescence; 93,000 compounds, 0.07% hits;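 active = 10 µM primary screen giving 50% or more activity, confirmed by 40% or more on retest at that dose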; also: strong numbers were not always called active
ERa coact pot – enhancers of ERα–SRC-1 coactivator binding, primary screen, biochemical, TR-FRET, ERα LBD, low estradiol; TR-FRET ERalpha-LBD/SRC-Cy5 coactivator binding, 2 h; 100 = basal binding, no effect; coactivator binding (% of control), % at 25.6 µM; 86,000 compounds, 1.3% hits; AID 639, 2007; in the data active = activity above about 200%;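 also: binding measured in presence of low estradiol as agonist stimulus; 0% = peptide alone without receptor and 100% = receptor with peptide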
PLK1 PBD inh – Plk1 polo box domain binding inhibitors, primary screen, biochemical, fluorescence polarization; Serine/threonine-protein kinase PLK1 (Homo sapiens), P53350; Plk1 PBD phosphopeptide binding; 97,000 compounds, 0.13% hits; inhibition, %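 (tested at about 20 µM)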; in the data active = inhibition above about 34%, passing the limit was not always enough
ERa SRC1 inh – ERα–SRC-1 coactivator interaction inhibitors, primary screen, biochemical, TR-FRET, ERα LBD, estradiol-bound; TR-FRET ER-alpha LBD / SRC-1 peptide; inhibition, % at 25.6 µM; 86,000 compounds, 1.7% hits; in the data active = inhibition above about 50%;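 also: 0% = receptor plus peptide control and 100% = peptide only without receptor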
ERb SRC1 inh – inhibitors of ERβ-SRC1 coactivator interaction, primary screen, biochemical, TR-FRET, ERβ LBD, SRC-1 peptide | Estrogen receptor beta (Homo sapiens), Q92731 | TR-FRET ER-beta LBD / SRC1-Cy5 peptide binding; receptor agonist-loaded with 1 µM estradiol | inhibition, % at 25.6 µM | 86,000 compounds, 1.3% hits | AID 633, 2007;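 active = compounds whose percent inhibition of the receptor-coactivator binding signal exceeds about 50% in the single-dose screen, limit read from the data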;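 also: 0% = receptor plus peptide wells without compound and 100% = peptide-only wells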
Starred values were filed as active, the others as inactive; . = not tested or not shown; [ ] = another dose, or the depositor's remark.

entry	Compound	Mac1 fbg enh	PLK1 kinase inh	HIV Rev-RRE inh	ERb SRC1 inh	ERa coact pot	PLK1 PBD inh	FAK blocker	ERa SRC1 inh	CD11b adhes inh
1	COc1cc(C2NC(=O)NC(O)(C(F)(F)F)C2C(C)=O)cc(OC)c1OC (stereo not drawn)	0	-18	1	5	111	17	4	0	4
2	CCOC(=O)c1ccc(NC(=O)Nc2ccc(S(N)(=O)=O)cc2)cc1	-2	-3	0	30	111	19	1	27	-15
3	CCC(=O)c1ccc(N2CCOCC2)c(F)c1	.	-13	5	20	120	14	0	-8	.
4	N#CC1=C2SCC(O)(c3ccccc3)N2C(=O)CC1c1cccs1 (stereo not drawn)	-2	3	15	.	.	-11	4	.	29
5	CCN(CC)S(=O)(=O)c1cccc(-c2nnc(SCC(=O)NC3CCCCCCC3)n2N)c1	-2	-1	6	2	125	12	1	0	-3
6	CCCCC(=O)Nc1ccc2c(c1)nc1n2CCSC1	1	-9	9	18	100[fluorescence artefact?]	21	-1	12	6
7	O=C1CC(Sc2ncccn2)C(=O)N1c1ccccc1C(F)(F)F (stereo not drawn)	-4	-7	5	7	92	-16	2	-2	-7
8	O=C(O)CN=C1NC2(CCCC2)Cc2ccccc21	.	-15	2	.	.	-10	-1	.	.
9	CC1CCCN(C(c2cccs2)c2nnnn2Cc2ccccc2)C1 (stereo not drawn)	-4	-5	15	5	84[fluorescence artefact?]	-12	0	-2	-2
10	Cc1ccc(OCCN2C(=O)c3ccccc3C2=O)cc1	5	-7	12	5	108	-5	-2	-10	-1
11	COc1ccc(OC)c(NC(=O)C23CCC(C)(C(=O)C2)C3(C)C)c1 (stereo not drawn)	7	-8	1	0	104	3	-1	0	-6
12	OCCCN1c2ccccc2Nc2nnc(-c3ccccc3)cc21	-4	-15	7	-4	107	24	4	0	29
13	CC(NC(=O)c1ccco1)C1COc2ccccc2O1 (stereo not drawn)	4	-8	4	37	78[fluorescence artefact?]	12	-1	46	-1
14	CCC(C)Sc1nc2ccccc2n1CC(=O)O (stereo not drawn)	-3	0	8	-7	117	-7	-1	-1	-3
15	Cc1ccc(NC(=O)CSCc2c(C)noc2C)cc1C	0	4	5	2[fluorescence artefact?]	114	-16	-2	-7	-12
16	COc1cc(C=O)cc(OC)c1OS(=O)(=O)c1ccc(NC(C)=O)cc1	5	-7	2	.	.	-26	12	.	-4
17	O=c1c2c(-c3cccs3)csc2ncn1-c1ccccc1	.	-2	6	-4	102	-4	-1	-8	.
18	Cc1ccc(S(=O)(=O)N2CCC(C(=O)NCc3ccccc3Cl)CC2)cc1	-3	-9	12	12	77[fluorescence artefact?]	-9	2	12	12
19	Nc1c2c(=O)oc(-c3ccccc3)cc2nn1-c1ccccc1	.	-12	5	.	.	-7	3	.	.
20	COc1ccc(N/N=C(\C=N\O)C(=O)c2ccc(OC)cc2)cc1	1	8	5	-5	110[fluorescence artefact?]	8	0	31[fluorescence artefact?]	-4
21	Cc1ccc(N(CC(=O)NCCSCc2ccco2)S(C)(=O)=O)cc1	.	-12	1	-10	102	-6	-1	-5	.
22	COc1ccc(CNC(=O)CN(Cc2ccc(C)cc2)S(=O)(=O)c2ccc(Cl)cc2)cc1	4	-5	12	-6	85	2	1	-1	7
23	O=C(Nc1ccc(N2CCN(C(=O)c3ccc(Cl)cc3)CC2)cc1)c1cccnc1	.	-8	4	9	105	-13	2	11[fluorescence artefact?]	.
24	CCN1CCN(CC(O)COc2ccc(C(C)=O)cc2)CC1 (stereo not drawn)	2	-14	2	-4	124	0	-2	-12	-10
25	Cc1ccc(-c2nnn(CC(=O)N3CCCc4ccccc43)n2)cc1	.	-16	14	-9	87	-25	-3	1	.
26	CC(C)(C)NCC(O)COc1c(F)cc(Br)cc1F (stereo not drawn)	-2	-9	0	.	.	11	-1	.	-7
27	N#Cc1c(N2CCCCC2)nc(N)c2c(N)nc3c(c12)CC(c1ccccc1)O3 (stereo not drawn)	.	-7	31	29[fluorescence artefact?]	217*[fluorescence artefact?]	-5	-7	23[fluorescence artefact?]	.
28	O=C1c2ccccc2C(Nc2cccnc2)N1Cc1ccccc1 (stereo not drawn)	0	-14	1	.	.	-16	1	.	10
29	O=C1CSC(c2cn(-c3ccccc3)nc2-c2cccs2)N1CC1CCCO1 (stereo not drawn)	5	-6	5	16	95	6	1	11	-4
30	Cc1ccc(-c2noc(CN3CCCCC3)n2)cc1	1	0	8	-3	98	-20	1	-5	-4
31	Cc1cccc(C(CC(=O)N2CCCC2)c2ccccc2)c1O (stereo not drawn)	.	2	7	4	98[fluorescence artefact?]	24	-3	-2	.
32	O=C(O)/C=C/c1cn(Cc2ccccc2)nc1-c1ccccc1	-2	-5	9	-12	105	-17	1	-7	20

An excerpt from above in order of length of the SMILES, largest number first.
entry	Compound	Mac1 fbg enh	PLK1 kinase inh	HIV Rev-RRE inh	ERb SRC1 inh	ERa coact pot	PLK1 PBD inh	FAK blocker	ERa SRC1 inh	CD11b adhes inh
31	Cc1cccc(C(CC(=O)N2CCCC2)c2ccccc2)c1O (stereo not drawn)	.	2	7	4	98[fluorescence artefact?]	24	-3	-2	.
28	O=C1c2ccccc2C(Nc2cccnc2)N1Cc1ccccc1 (stereo not drawn)	0	-14	1	.	.	-16	1	.	10
30	Cc1ccc(-c2noc(CN3CCCCC3)n2)cc1	1	0	8	-3	98	-20	1	-5	-4

New compounds follow
entry	Compound	Mac1 fbg enh	PLK1 kinase inh	HIV Rev-RRE inh	ERb SRC1 inh	ERa coact pot	PLK1 PBD inh	FAK blocker	ERa SRC1 inh	CD11b adhes inh
33	COc1cccc(N2CCN(C3C4CC5CC(C4)CC3C5)CC2)c1 (stereo not drawn)	20	-3	-2	0	68	0	8	16	-14
34	CC/C(=N\OC(=O)c1ccc(OC(C)C)cc1)c1ccc(C)cc1	-7	-21	2	.	.	-12	2	.	80*
35	COCCn1nnnc1C(c1cccc(C(F)(F)F)c1)N1CCN(Cc2ccccc2)CC1 (stereo not drawn)	-3	-3	2	-2[fluorescence artefact?]	118	10	1	7	-5
36	COCCCn1c2nc3ccccc3nc2c2c(=O)n(CC3CCCO3)cnc21 (stereo not drawn)	-2	-14	8	1	112	-14	8	-14	9
37	CCOC(=O)c1cc2c(C(F)(F)F)cc(-c3ccccc3)nc2o1	.	-5	9	-5[fluorescence artefact?]	109	-2	1	6	.
38	Brc1ccc(-c2noc(CCc3ccccc3)n2)cc1	.	-3	8	3	96	12	2	2	.
39	O=c1c2cnn(-c3ccccc3)c2ncn1Cc1ccco1	-5	-36	4	-4	82	-6	4	1[fluorescence artefact?]	-5
40	O=C1S/C(=C/c2ccc(N3CCOCC3)o2)C(=O)N1Cc1c(F)cccc1Cl	1	-23	126*[fluorescence artefact?]	-14	90[fluorescence artefact?]	-195	1	-5	45
41	CC(C)(C)c1nnc2sc(SCC(=O)c3ccc(Cl)cc3)nn2c1=O	0	-13	16	-12	94	-24	-3	-3	12
42	O=C(CCN1CCN(CC(=O)Nc2ccccc2F)CC1)Nc1ccccc1F	2	-11	-1	-7	108	-18	2	-23	-8
43	CCn1cc(C(=O)NCc2ccc3c(c2)OCO3)c2cc(OC)c(OC)cc2c1=O	-2	-13	3	-7	114[fluorescence artefact?]	2	3	-1	13
44	Cc1ccc(C)c(N2CCN(C(=O)c3ccc(CS(=O)(=O)c4ccccc4C)o3)CC2)c1	4	-10	3	3	102	5	4	4	4
45	CCOc1cc(C(c2c(C)[nH][nH]c2=O)c2c(C)[nH][nH]c2=O)ccc1OC(=O)c1cccc([N+](=O)[O-])c1	-1	-7	6	-3	59[fluorescence artefact?]	-8	-2	2	-3
46	CC(=O)C1=C(O)C(=O)N(Cc2cccnc2)C1c1ccccc1 (stereo not drawn)	.	-8	3	-12	122	-7	-4	-9	.
47	COc1ccc2cc(CCNC(=O)C3CC3)c(=O)[nH]c2c1	.	-6	5	-7	121	-16	-1	6	.
48	COc1cccc(C(=O)CSc2nnc(-c3cc(OC)cc(OC)c3)o2)c1	-1	-17	9	4[fluorescence artefact?]	171	-12	4	8[fluorescence artefact?]	2

Marked active in CD11b adhes inh, among the entries above:
entry	Compound	Mac1 fbg enh	PLK1 kinase inh	HIV Rev-RRE inh	ERb SRC1 inh	ERa coact pot	PLK1 PBD inh	FAK blocker	ERa SRC1 inh	CD11b adhes inh
34	CC/C(=N\OC(=O)c1ccc(OC(C)C)cc1)c1ccc(C)cc1	-7	-21	2	.	.	-12	2	.	80*

(more compounds)
entry	Compound	Mac1 fbg enh	PLK1 kinase inh	HIV Rev-RRE inh	ERb SRC1 inh	ERa coact pot	PLK1 PBD inh	FAK blocker	ERa SRC1 inh	CD11b adhes inh
49	O=C1c2ccccc2C(=O)N1CCCCN1CCN(CCCCN2C(=O)c3ccccc3C2=O)CC1	.	-12	5	-7	124	-18	1	-6	.
50	COC(=O)CCc1nc2ccccc2[nH]c1=O	10	9	1	-5	141	1	-2	5	-38
51	CCn1c(SCC(=O)Nc2ccccc2)nnc1-c1ccc(S(=O)(=O)N2CCOCC2)cc1	-1	-6	4	0	104	11	-1	-2	-3
52	Cc1cc(NC(=O)c2noc3c2CCc2ccccc2-3)no1	2	.	.	0[fluorescence artefact?]	143	.	.	3	1
53	O=C1CCCC(NCCCCCCNC2=C([N+](=O)[O-])C(=O)CCC2)=C1[N+](=O)[O-]	-7	-12	3	.	.	-24	0	.	-5
54	O=C(NN1CCOCC1)c1cc(-c2cccc(Cl)c2)nc2ccccc12	.	-8	2	.	.	16	-6	.	.
55	CC(C)NC(=O)CN1C(=O)NC(CCc2ccccc2)C1=O (stereo not drawn)	-6	-5	9	-4	107	-16	7	61*[fluorescence artefact?]	19
56	CC(C)Cn1c(=O)c2ccccc2c2ccccc2c1=O	-3	-11	17	1	101	-13	2	-1	0
